ERp5 inh = inhibitors of ERp5-driven insulin aggregation, primary screen, biochemical, turbidity, absorbance 650 nm, single point; hit rate 0.05% among 350,000; AID 651711, 2012; inhibition, % at 9.99 µM; 90 min; Protein disulfide-isomerase A6 (Homo sapiens), Q15084;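 active = mean replicate inhibition above about 25%, with every replicate also reaching it, limit read from the data, passing the limit was not always enough; inconclusive = only one of those two criteria met; inactive = neither criterion met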
Target sequence (Q15084 whole entry, looked up): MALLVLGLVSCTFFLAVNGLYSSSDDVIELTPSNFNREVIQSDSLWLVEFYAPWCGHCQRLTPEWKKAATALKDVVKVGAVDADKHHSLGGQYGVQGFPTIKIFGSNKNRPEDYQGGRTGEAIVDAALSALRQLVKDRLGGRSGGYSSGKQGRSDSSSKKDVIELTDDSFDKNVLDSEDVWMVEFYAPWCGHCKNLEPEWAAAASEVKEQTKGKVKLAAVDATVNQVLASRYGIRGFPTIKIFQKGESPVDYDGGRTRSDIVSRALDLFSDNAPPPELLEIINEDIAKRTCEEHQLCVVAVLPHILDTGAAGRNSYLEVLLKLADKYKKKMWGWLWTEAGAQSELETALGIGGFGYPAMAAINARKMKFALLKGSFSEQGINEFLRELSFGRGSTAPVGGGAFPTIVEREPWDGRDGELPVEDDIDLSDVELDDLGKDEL
RAD52 inh = RAD52 DNA annealing inhibitors, primary screen, biochemical, FRET, single point, set 2; DNA repair protein RAD52 homolog (Homo sapiens), P43351; recombinant RAD52 DNA annealing, FRET fluorescence; inhibition, % at 18.7 µM; hit rate 0.46% among 360,000; AID 651710, 2012;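 active = every replicate showing at least 50% inhibition; inconclusive = mean inhibition at least 50% but not in every replicate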
Target sequence (P43351 whole entry, looked up): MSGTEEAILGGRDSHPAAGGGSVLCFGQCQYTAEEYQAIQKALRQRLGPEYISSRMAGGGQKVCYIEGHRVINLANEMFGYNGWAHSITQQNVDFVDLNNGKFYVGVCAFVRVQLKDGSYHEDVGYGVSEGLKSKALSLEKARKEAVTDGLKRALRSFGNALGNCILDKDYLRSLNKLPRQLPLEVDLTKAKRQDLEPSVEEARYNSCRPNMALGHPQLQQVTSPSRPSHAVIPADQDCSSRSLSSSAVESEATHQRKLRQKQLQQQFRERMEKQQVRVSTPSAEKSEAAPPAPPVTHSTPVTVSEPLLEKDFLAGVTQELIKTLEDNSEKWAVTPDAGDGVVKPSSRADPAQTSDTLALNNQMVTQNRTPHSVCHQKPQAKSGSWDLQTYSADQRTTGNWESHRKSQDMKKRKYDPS
RAD54 branch = inhibitors of human RAD54 branch migration, primary screen, biochemical, fluorescence, single point | DNA repair and recombination protein RAD54-like (Homo sapiens), Q92698 | RAD54 Holliday junction branch migration, FAM/BHQ fluorescence | inhibition, % at 10.4 µM | hit rate 0.14% among 360,000 | AID 602329, 2012;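 active = mean normalized replicate activity at least 40 and at least half of replicates scoring 40 or more; inconclusive = only one of the two criteria met; inactive = mean below 40 and under half of replicates reaching 40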;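 also: 0% = median of neutral control wells and 100% = median of positive control wells; inhibitors cause a drop in the FAM fluorescence signal; in these data hits start at about 50%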
S100A4 MyoIIA = inhibitors of S100A4-myosin IIA peptide binding, primary screen, biochemical, fluorescence polarization, TAMRA-MyoIIA peptide. hit rate 0.14% among 360,000. inhibition, % at 10.7 µM;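 active = mean inhibition of at least 70% across replicates, with every replicate also reaching that level; inconclusive = mean inhibition reaches 70% but some replicates fall short; inactive = mean inhibition below 70%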
Target sequence (P26447 whole entry, looked up): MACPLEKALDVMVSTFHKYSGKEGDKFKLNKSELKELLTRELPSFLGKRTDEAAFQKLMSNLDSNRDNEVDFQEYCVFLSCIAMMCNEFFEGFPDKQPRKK
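Test system: S100A4 monomer protein; Medium: HEPES pH 7.2 with CaCl2, KCl, NaCl, DTT, Triton; Probe or stimulus: TAMRA-labelled myosin IIA heavy-chain peptide probe, 5 nM; Doses: one dose per compound; Times: polarization read 5 min after assay mix addition, stable 5–60 min; Benchmarks: neutral control DMSO, positive control TFP.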
E-selectin induc = E-selectin induction in HUVECs, primary screen, imaging, HUVEC, immunofluorescence imaging, single point; hit rate 0.37% among 260,000; P16581; normalized: neutral wells 0, TNF-alpha wells 100; activation, % at 7.58 µM; AID 686992, 2013;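 active = mean E-selectin-positive cell signal at least 10% of the positive control, reached in at least 60% of replicates, without over 20% cell loss; inconclusive = no rule given, readout overlaps actives, possibly toxicity-flagged; inactive = the rest, including those meeting only one limit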;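 also: in these data hits start at about 27%; measured in HUVEC primary endothelial cells; signal is the percent of cells scored E-selectin positive by PE staining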
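Test system: HUVEC; input: 3,000 HUVEC/well; measured by: immunofluorescence imaging; read-out: % PE-positive cells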
esBAF inh = Bmi1 luciferase reporter increase in mESCs, primary screen, esBAF inhibitor project, mouse ES cells, Bmi1 luciferase knock-in, single point | reporter increase, % at 12.5 µM | hit rate 2% among 350,000 | 24 h; 100% = twice the neutral-well signal | AID 602393, 2012; in the data active = activation above about 40%; inconclusive = no clear call, values can overlap the other calls;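 also: 0% = median of the plate's neutral control wells and 100% = double that signal; a rise in the Bmi1 reporter signal indicates esBAF inhibition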
XiGFP reactiv = activators of inactive X chromosome reactivation, primary screen, imaging, XiGFP fibroblasts, GFP high-content imaging, set 2; XiGFP mouse fibroblasts, % GFP-positive cells imaging, 3 d; cells co-treated with 5-aza-dC sensitizer; scaled so ellipticine positive control = 100%; activation, % at 7.58 µM; hit rate 0.055% among 360,000;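 active = mean normalized replicate activation at least 10% and every replicate at or above 10%; inconclusive = only one of the two criteria met; inactive = mean below 10% and not all replicates reach 10%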;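 also: 0% = median of on-plate neutral control wells and 100% = ellipticine 6 µM median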
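Assay system – SV40-immortalized XiGFP fibroblast cells, line 68-5-11 · Buffer or medium – DMEM supplemented with 5-aza-dC as sensitizing agent · Dosing – one concentration, pinned · Benchmarks – positive control ellipticine, 6 µM final · Times – 3 days compound exposure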
ERAP1 inh = human ERAP1 aminopeptidase inhibitors, primary screen, biochemical, single point, plate reader. Endoplasmic reticulum aminopeptidase 1 (Homo sapiens), Q9NZ08. recombinant ERAP1, Leu-AMC fluorescence, 60 min. inhibition, % at 10.7 µM. hit rate 0.15% among 340,000. AID 652197, 2013;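 active = mean replicate inhibition of at least 30%, or all replicates individually reaching that 30% level; inactive = mean below 30% and not every replicate reaching it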;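 also: 0% = neutral control wells and 100% = L-leucinethiol positive control wells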
An asterisk follows results filed as active; ? = inconclusive; / = no result given; & = joins results of further samples.

SMILES	ERp5 inh	RAD52 inh	RAD54 branch	S100A4 MyoIIA	E-selectin induc	esBAF inh	XiGFP reactiv	ERAP1 inh
CC(C)c1ccc(NC(=S)N(C)CCc2ccccn2)cc1	-3	-38	/	-1	0.4	/	0.0	-2
O=C(O)CCN1C(=O)C2C3CC(C2C1=O)C1C(c2ccccc2)c2sc(=O)n(-c4ccccc4)c2SC31 (configuration not stated)	-3	-16	/	-12	/	/	0.2	11
CCOC(=O)N1CCN(c2ccnc3cc(Cl)ccc23)CC1	0	-10	13	-6	/	5	0.4	3
COc1cc(NC(=O)Nc2nc(C(N)CCc3ccccc3)cs2)cc(OC)c1OC (configuration not stated)	-1	-70	1	-5	-0.2	-19	-0.1	-2
C=CSc1sc(Cl)c(N(CC)CC)c1[N+](=O)[O-]	-6	-17	/	-2	/	/	0.0	6
Cc1ccc2cc3c(N)c4c(C)ccc(C)c4nc3nc2c1	-1	47	/	14	0.1	11	0.3	2
C[C@H]1CCCCO[C@@H](CN(C)C(=O)Nc2ccccc2)[C@@H](C)CN([C@@H](C)CO)C(=O)c2cc(NC(=O)c3ccccc3)ccc2O1	-2	-60	-5	-13	/	2	0.0	3
Cc1cc2ccccn2c1C(=O)Nc1ccccc1	-3	-6	/	-3	/	/	0.1	-8
CC(C)(C)NC(=O)C(c1ccco1)N(C(=O)Cn1nnc(-c2ccc(F)cc2)n1)c1cccc(F)c1 (configuration not stated)	2	0	/	11	/	-10	/	-4
C=CCN1C=CC(=O)CC1	4	-15	13	-2	0.0	0	0.0	-1

Structures shown so far containing a Cl atom (two):
SMILES	ERp5 inh	RAD52 inh	RAD54 branch	S100A4 MyoIIA	E-selectin induc	esBAF inh	XiGFP reactiv	ERAP1 inh
CCOC(=O)N1CCN(c2ccnc3cc(Cl)ccc23)CC1	0	-10	13	-6	/	5	0.4	3
C=CSc1sc(Cl)c(N(CC)CC)c1[N+](=O)[O-]	-6	-17	/	-2	/	/	0.0	6

Next records follow.
SMILES	ERp5 inh	RAD52 inh	RAD54 branch	S100A4 MyoIIA	E-selectin induc	esBAF inh	XiGFP reactiv	ERAP1 inh
O=C(NN1C(=O)C2C3c4ccccc4C(c4ccccc43)[C@@H]2C1=O)c1ccccc1 (some centres not stated)	-4	-3	/	0	-3.0	/	-0.1	-1
COc1ccc(CC(=O)NC2CC2)cc1OC	0	-11	-4	2	0.8	-5	0.0	-3
C[C@H](CO)N1C[C@H](C)[C@@H](CN(C)Cc2ccc(-c3ccccc3)cc2)Oc2c(NC(=O)Nc3ccc(F)cc3)cccc2C1=O	9	-2	-2	9	0.6	-2	-0.2	0
C[C@H]1CN([C@@H](C)CO)C(=O)c2cc(-c3cccnc3)cnc2O[C@@H]1CN(C)C(=O)C1CCOCC1	11	17	-2	14	0.3	2	-1.2	-2
O=C(C[C@H]1C=C[C@@H](NC(=O)C2CC2)[C@H](CO)O1)NCC1CC1	-5	3	-4	8	-0.2	-3	-0.2	1
Cc1cc(C(=O)Nc2sc3c(c2C#N)CCCC3)no1	0	-14	4	1	/	22	/	1
NC(=O)c1cc(S(=O)(=O)NCc2ccc(Br)cc2)cs1	3	-19	2	-2	/	-12	0.1	0
O=C(O)C[C@H]1C[C@H]2c3cc(NC(=O)NC4CCCCC4)ccc3O[C@H]2[C@H](CO)O1	-2	5	13	-8	-0.4	5	0.2	-1
O=C(C[C@H]1C[C@@H]2c3cc(NC(=O)C4CCOCC4)ccc3O[C@@H]2[C@@H](CO)O1)NCCN1CCCCC1	2	2	-4	7	0.9	2	0.0	2
COc1ccc(NC(=O)c2ccc3nc(-c4ccccc4)c(-c4ccccc4)nc3c2)c(OC)c1	2	-4	/	-4	/	/	0.0	0
O=C1CNC(=S)N1Cc1ccccc1Cl	3	-13	11	-12	-0.1	4	0.1	2
O=C(c1cccs1)N1CC=C(c2ccccc2)CC1	7	-13	6	7	/	33	-0.3	0
CC(C)(C)C(=O)NC(=S)Nc1ccccc1N1CCCC1	1	2	/	-4	/	/	0.0	5
C[C@H]1CN([C@@H](C)CO)C(=O)CCCn2cc(nn2)CO[C@@H]1CN(C)S(=O)(=O)c1ccc(-n2cccn2)cc1	3	-14&-4	-7	-5&6	0.0&-0.3	-4	0.3	6&3
COc1ccc(CC(=O)NNC(=S)NC(=O)c2cc(OC)c(OC)c(OC)c2)cc1	-18	-3	0	-2	/	-5	0.1	1
O=C1CSC(c2cccc([N+](=O)[O-])c2)N1c1ccccc1F (configuration not stated)	6	-5	/	-3	0.1	/	0.0	4
Cn1cc(Cl)c(C(=O)Nc2nc3ccc([N+](=O)[O-])cc3s2)n1	-1	-13	/	2	/	/	0.3	11
Cn1ncc(Cl)c1C(=O)Nc1ccc(CN2CCCCC2)cc1	-8	-14	0	-7	0.0	-2	0.0	-1
Cc1cc(C)n2c(=O)c3ccc(Cl)cc3nc2c1C#N	-3	-222	/	0	/	/	0.0	0
CSCCNC(=O)c1ccc2nc(C3CCCCC3)oc2c1	-3	-9	-13	-1	/	26	0.1	0
COc1ccc(NC(=O)Nc2ccc3c(c2)CC(=O)N([C@H](C)CO)C[C@H](C)[C@@H](CN(C)Cc2ccc(Cl)c(Cl)c2)O3)cc1	/	/	-7	/	-0.8	-1	0.0	/
CCCc1cc(=O)oc2c3c(c4c(c12)OC(C)(C)C=C4)OC(C)C(C)C3O (configuration not stated)	12	12	4	5	/	2	/	3
CC(=O)C1CCC2C3C=CC4=CC(=O)CCC4(C)C3CCC12C (configuration not stated)	2	12	-8	-2	2.5	8	0.2	0
C[C@@H]1CN([C@@H](C)CO)C(=O)CCCn2nncc2CO[C@@H]1CN(C)S(=O)(=O)c1ccccc1F	6&3&-1	4&-1&4	-3&0&0	-1&-1&0	-6.7&-0.1	-6&1&-3	-0.1&-0.4	1&-1
O=C(C[C@H]1CC[C@@H]2[C@H](COC[C@@H](O)CN2C(=O)Nc2ccc(C(F)(F)F)cc2)O1)NCC1CC1	-3	9	5	-8	0.4	4	0.2	4
CNc1nc(Oc2cccc(F)c2)c2sccc2n1	-4	12	-1	0	-0.1	-9	0.1	1
COc1ccc(S(=O)(=O)N[C@H]2CC[C@H](CC(=O)N3CCc4ccccc4C3)O[C@@H]2CO)cc1	0	-8	-9	5	-1.7	-2	0.1	0
CCOC(=O)c1sc2nccc(OC)c2c1N=CNOC	3	-2	/	0	/	/	0.0	1
CCC(=O)N[C@@H]1CC[C@@H](CC(=O)NCC2CC2)O[C@H]1CO	6	15	/	5	-0.2	/	-0.1	0
CC(=O)Nc1cccc(-c2ccnc3c2CC(C(=O)NCc2ccc(F)c(F)c2)O3)c1 (configuration not stated)	-9	-31	3	1	/	-23	0.3	-2
COc1ccccc1N1C(=O)c2cccc3c(Cl)ccc(c23)C1=O	0	-45	-2	6	0.1	-7	0.0	-8
CCCN1C(=O)c2[nH]nc(-c3ccccc3)c2C1c1ccccc1 (configuration not stated)	-5	-26	/	0	0.0	/	-0.1	-1
NNC(=O)c1nnn(-c2nonc2N)c1CN1CCCC1	0	-14	3	-5	/	-2	0.1	-2
Cc1onc(C(=O)Nc2ccccc2C(F)(F)F)c1[N+](=O)[O-]	-1	-10	-4	-3	/	1	0.0	0
Cc1ccc(-c2nc(CN(C)C(C3CC3)C3CC3)c(C)o2)cc1	-3	-23	3	-3	-0.6	25	-0.1	-1
COc1ccc(CN(C)C[C@@H]2Oc3ccc(NC(=O)Cn4cnnn4)cc3C(=O)N([C@H](C)CO)C[C@@H]2C)cc1	-1	-10	1	4	-0.5	-1	0.3	3
Cn1nnnc1SCC(=O)N1CCN(C(=O)c2ccco2)CC1	?	-14	/	1	/	/	0.1	0
COc1ccccc1-c1nnc(SCC(=O)Nc2oc(C)c3c(C)n[nH]c(=O)c23)n1C	-5	6	0	-1	/	0	0.2	6
O=C(CNc1cccc2ccccc12)N/N=C/c1ccc(C(=O)O)cc1	4	-7	2	4	0.4	-5	0.1	-4
Cc1ccc(S(=O)(=O)N(C)C[C@@H]2Oc3ccc(NC(=O)Nc4ccc5c(c4)OCO5)cc3CC(=O)N([C@H](C)CO)C[C@H]2C)cc1	6	-7	-5	6	1.0	-1	-0.1	-4
COc1ccccc1NC(=O)N(C)C[C@@H]1OCc2ccccc2-c2c(n(C)c3ccccc23)C(=O)N([C@H](C)CO)C[C@H]1C	-1	34	4	-4	0.0	-1	0.0	0
Cc1ccc(-n2ncc(C(=O)N3CCN(C(=O)c4ccco4)CC3)c2C2CCN(C(=O)OC(C)(C)C)CC2)cc1C	5	-25	0	-3	/	-1	0.0	2
Cc1ccc(S(=O)(=O)N(C)C[C@H]2Oc3ccc(NC(=O)C4CCCCC4)cc3C(=O)N([C@@H](C)CO)C[C@@H]2C)cc1	-2	7	-2	-3	-0.1	-9	0.1	-6
CC(=O)c1ccc(OCC(=O)Nc2ccc(N3CCCCC3)cc2)cc1	3	1	2	-3	0.3	3	0.1	3
C=CCNC(=O)NC(=O)COC(=O)c1ccccc1Sc1ccc(C(F)(F)F)cc1[N+](=O)[O-]	2	-13	/	-6	/	/	0.2	-5
O=C(c1ccccc1)c1ccc(OCCCN2CCCC2)cc1	12	4	-5	12	/	4	0.0	-2
O=C(NNc1cccc(Cl)n1)c1ccccc1CC[N+](=O)[O-]	2	-1	5	-1	/	-5	0.0	12
COc1ccc(CN2C[C@@H](CO)O[C@@H](n3cnc4c(NCCN(C)C)ncnc43)C2)cc1	4	-6	-9	4	0.1	-15	0.1	-9
COC(=O)C1CN(C(=O)COc2ccc(Cl)c(C)c2)c2ccccc2O1 (configuration not stated)	-4	-78	-1	-6	/	-6	0.1	0
OCC[C@@H]1C[C@@H](O)[C@H](O)[C@@]2(CCCCO2)O1	6	-17	1	1	0.0	-10	-0.1	-1

The results go on.
SMILES	ERp5 inh	RAD52 inh	RAD54 branch	S100A4 MyoIIA	E-selectin induc	esBAF inh	XiGFP reactiv	ERAP1 inh
CC(C)(O)C#Cc1ccc(C(=O)N2CCN(c3ccc(F)cc3)CC2)cc1	0	-17	/	-12	/	/	0.1	10
O=C(c1cccc(F)c1)N1C[C@@H]2[C@H](c3ccccc31)[C@@H](CO)N2C(=O)C1CCCC1	-3	11	-2	-2	-0.1	-1	0.0	-1
COc1cc(OC)cc(C(=O)N2CCC(C(=O)N3CCOCC3)CC2)c1	7	-13	/	-8	/	-7	0.0	-2
C=CCNC(=S)N/N=C(\C)c1ccc(-n2ccnc2)cc1	0	-16	/	-1	11	/	0.0	-3
O=C(Nc1cccc(-c2ccc(N3CCOCC3)nn2)c1)c1cccc(Cl)c1	7	-1	3	-4	-0.3	71*	0.0	-5
COC(=O)CCC(C)C1CCC2C3C(OC(C)=O)CC4CC(O)CCC4(C)C3CC(O)C12C (configuration not stated)	-2	2	-9	2	/	6	0.0	4
